Fh CTSL1 inh: counter-screen for PFM18AAP inhibitors: inhibitors of F. hepatica cathepsin L1. recombinant F. hepatica cathepsin L1, Z-Leu-Arg-MCA fluorescence. inhibition, % at 5.96 µM. 0.49% of 300,000 active. AID 1906;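 active means inhibition above the mean of all tested compounds plus 3 SD, set per screening campaign, cut at about 17% in these data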;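 further: 0% = plate median of test compound wells and 100% = 1 µM Z-Phe-Ala-diazomethylketone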
GASC-1 inh: inhibitors of human GASC-1 (JMJD2C) demethylase. Q9H3R0. GST-JMJD2C(1-420) H3K9me3 demethylation, DELFIA europium. inhibition, % at 2.35 µM. 0.069% of 330,000 active. AID 2099;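 active means more than half of a compound's replicate wells show inhibition beyond 50%, single wells judged on their own value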;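 further: signal counts dimethyl H3K9 product captured on neutravidin plate; 0% = median of DMSO wells and 100% = 0.3 times that DMSO median; strong numbers were not always called active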
Target sequence (Q9H3R0 1-420 limits assumed): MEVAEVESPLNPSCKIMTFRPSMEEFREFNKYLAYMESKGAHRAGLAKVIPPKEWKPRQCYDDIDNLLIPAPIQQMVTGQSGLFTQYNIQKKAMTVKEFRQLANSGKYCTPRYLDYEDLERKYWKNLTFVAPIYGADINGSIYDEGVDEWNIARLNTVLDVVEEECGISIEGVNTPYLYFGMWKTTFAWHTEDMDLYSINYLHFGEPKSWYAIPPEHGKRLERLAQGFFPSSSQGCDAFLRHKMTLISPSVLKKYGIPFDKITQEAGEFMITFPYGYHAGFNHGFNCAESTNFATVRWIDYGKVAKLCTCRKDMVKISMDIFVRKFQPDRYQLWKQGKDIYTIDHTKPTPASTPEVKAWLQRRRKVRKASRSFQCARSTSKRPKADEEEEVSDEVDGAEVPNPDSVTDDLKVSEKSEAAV
proCasp7 act: counter-screen for procaspase-3 activators: activators of human procaspase-7; 0.093% of 330,000 active; P55210; recombinant procaspase-7, Ac-DEVD-pNA absorbance 405 nm; D23A/D198A/D206A triple mutant, cannot self-cleave; scale: DMSO 0, 5 µM enzyme 100; AID 463210; activation, % at 8.5 µM;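 active means percent activation above the screen-wide mean plus 3 SD, cut at about 25% in these data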
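Assay system: Uncleavable procaspase-7 mutant enzyme; Input: 2 µM procaspase-7 mutant as dispensed; Also added: DEVD-pNA substrate; Medium: Zinc-free HEPES pH 7.4 with 300 mM NaCl, 0.01% Triton X-100; Timing: 1 h compound preincubation, 2 h substrate cleavage, 25 °C; Measured by: Epi-absorbance of released pNA at 405 nm, two timepoints.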
PP1 counter: counter-screen for PP5 inhibitors: inhibitors of human PP1-alpha | P62136 | 0.9% of 320,000 active | purified PP1alpha, OMFP fluorescence | inhibition, % at 6.7 µM;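 active means inhibition above the mean inhibition of all tested compounds plus 3 SD, computed separately for each screening campaign, cut at about 15% in these data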
Target sequence (P62136 whole entry, looked up): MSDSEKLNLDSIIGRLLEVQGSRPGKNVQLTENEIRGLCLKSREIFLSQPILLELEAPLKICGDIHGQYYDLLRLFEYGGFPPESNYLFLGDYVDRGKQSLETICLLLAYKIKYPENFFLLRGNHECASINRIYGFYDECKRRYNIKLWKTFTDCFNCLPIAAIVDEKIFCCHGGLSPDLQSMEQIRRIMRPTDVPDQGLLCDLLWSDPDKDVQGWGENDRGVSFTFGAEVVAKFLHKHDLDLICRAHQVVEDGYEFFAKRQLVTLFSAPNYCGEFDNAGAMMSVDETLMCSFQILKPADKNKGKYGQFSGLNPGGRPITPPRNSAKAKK
HCV core dimer: HCV core protein dimerization inhibition; 0.33% of 300,000 active; inhibition, % at 5 µM; AID 1899; TR-FRET GST/Flag-core106 dimerization, 1536-well;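 active means inhibition above the mean of all tested compounds plus 3 SD, set per screening campaign, cut at about 45% in these data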
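Assay system: GST-tagged and Flag-tagged HCV core protein residues 1-106 / Times: compound-protein-antibody incubation 4 h at 22.5 °C / Signal: time-resolved FRET, ex 340 nm, em 617 and 671 nm / Evaluation: % inhibition based on acceptor/donor emission ratio / Benchmarks: wells lacking GST-core106 and wells with excess unlabelled core106 / Repeats: singlicate, one well per compound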
TPT1 inhibitor: C. albicans TPT1 enzyme inhibition; recombinant caTPT1, FP RNA substrate dephosphorylation; inhibition, % at 5 µM; 0.81% of 300,000 active; AID 1962;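 active means inhibition above the mean of all tested compounds plus 3 SD, set per screening campaign, cut at about 24% in these data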;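 further: plate controls were DMSO alone for no effect and ferristatin control at 100 nM for full effect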
PP5 inh: blocks human protein phosphatase 5 activity; purified PP5c, OMFP substrate fluorescence; inhibition, % at 6.7 µM; 0.18% of 320,000 active; AID 1987;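 active means inhibition above the campaign's mean inhibition across all tested compounds plus 3 SD, cut at about 9.5% in these data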;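 further: 0% = DMSO only and 100% = 100 µM cantharidin control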
Efflux pump mplx: blocks antifungal efflux pumps in multiplex yeast assay. S. cerevisiae Candida pump triplex, Nile Red efflux. inhibition, % at 10 µM. 0.44% of 330,000 active. AID 485275;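 active means plate passing quality check with inhibition over a set limit, or well fluorescence over plate mean plus 4 SD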;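 further: Nile Red retained in pooled yeast measured as flow cytometry median fluorescence; 0% = buffer negative control and 100% = Enniatin B positive control; higher means more Nile Red kept so more efflux inhibition; some compounds called inactive have numbers as strong as hits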
procasp3 activ: activators of human procaspase-3. AID 463141. 0.11% of 330,000 active. activation, % at 8.5 µM. recombinant procaspase-3 D3A, Ac-DEVD-pNA absorbance 405 nm. P42574;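 active means activation above the mean of all tested compounds plus 3 SD, cut at about 21% in these data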;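 further: 0% = DMSO alone and 100% = DMSO wells spiked with extra 5 µM PC-3 D3A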
Target sequence (P42574 whole entry D9A/D28A/D175A): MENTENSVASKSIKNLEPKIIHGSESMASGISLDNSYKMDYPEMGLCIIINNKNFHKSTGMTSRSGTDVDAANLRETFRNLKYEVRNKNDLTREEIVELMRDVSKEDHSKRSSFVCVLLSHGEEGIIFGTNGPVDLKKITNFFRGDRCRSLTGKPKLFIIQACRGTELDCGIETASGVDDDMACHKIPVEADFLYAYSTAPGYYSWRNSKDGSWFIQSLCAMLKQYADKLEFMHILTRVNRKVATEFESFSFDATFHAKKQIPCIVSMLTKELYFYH
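Test system: Procaspase-3 D3A mutant, all three cleavage aspartates alanine | Dosing: Single dose, 8.5 µM nominal compound, 0.8% DMSO | Schedule: 1 h preincubation, 2 h reaction | Technique: 405 nm absorbance of p-nitroaniline, reads at 0 and 120 min | Repeats: One well per compound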
Numbers without * were called inactive; . = no result given; & = joins results of further samples. An unsorted share of the library. About 2.9% of those tested had a hit in this group.

SMILES | Fh CTSL1 inh | GASC-1 inh | proCasp7 act | PP1 counter | HCV core dimer | TPT1 inhibitor | PP5 inh | Efflux pump mplx | procasp3 activ
CCCOc1cccc(C(=O)NC(=S)Nc2ccccc2)c1 | -1.8 | 2.8 | -4.4 | -0.8 | 2.8 | -0.2 | -0.1 | 0.0 | -1.7
CCCCCn1c(N)c(-c2nc3ccccc3s2)c2c([N+](=O)[O-])nn(CC)c(=O)c21 | -0.5 | -19.9 | -1.6 | -1.3 | 9.9 | -4.2 | -0.8 | -0.3 | -2.2
COC(=O)C1=C(C)NC(=O)NC1c1ccc2ccccc2c1 (stereo unspecified) | -5.4 | -4.0 | 6.1 | 0.5 | -4.7 | 3.0 | -1.6 | -0.1 | 6.1
CCOC(=O)c1c(C)n(-c2ccccc2)c2ccc(OCCN(C)C)cc12 | 6.2 | -26.4 | -9.7 | 0.2 | -4.5 | 4.4 | 0.4 | 0.6 | -12.4
Cc1oc(-c2cccc(Cl)c2)nc1CS(=O)(=O)CC(=O)NCCCN1CCOCC1 | 0.5 | 1.6 | 4.6 | -4.9 | 18.7 | -2.0 | 1.2 | 0.0 | 3.1
Nc1nonc1-c1nc2ccccc2n1Cc1ccccc1 | 1.5 | 19.2 | -0.9 | 6.3 | 12.6 | -1.8 | 0.4 | 0.0 | 2.0
COc1ccc(OCC(=O)Nc2ccc(N3CCOCC3)c(Cl)c2)cc1 | 3.3 | 20.5 | 6.4 | -4.0 | 2.2 | -2.7 | -3.3 | 0.1 | 6.2
CC1CCCCN1C(=O)c1ccccc1OC1CCN(S(C)(=O)=O)CC1 (stereo unspecified) | -2.3 | -4.1 | 0.4 | -0.8 | -4.2 | -3.3 | 2.7 | -0.1 | -13.0
COc1cc(S(=O)(=O)N(C)C)ccc1F | 1.9 | 3.3 | 5.0 | 1.4 | -2.6 | -0.4 | 0.7 | 0.0 | -2.5
CSc1nc2c(c(=O)[nH]1)C(c1cccc(Cl)c1Cl)CC(=O)N2 (stereo unspecified) | -4.3 | -19.6 | -2.4 | -1.5 | -3.2 | -4.7 | 3.6 | -0.2 | 7.5
O=C(CCOc1ccccc1)Nc1cccc(S(=O)(=O)Nc2ccccc2Cl)c1 | 1.4 | 18.9 | -7.2 | 2.5 | 11.0 | -4.5 | -6.2 | 0.1 | 3.4
CCOCCn1ccc2c(OCC(=O)NCCc3ccc(OC)c(OC)c3)cccc2c1=O | -0.1 | 5.7 | 14.5 | -6.6 | -0.2 | -1.5 | 0.1 | 0.0 | 4.2
COc1ccc2[nH]c3c(NCCN4CCCCC4)ncnc3c2c1 | -3.5 | -12.4 | -3.6 | -7.3 | -2.1 | 1.9 | 4.6 | 0.3 | 6.3
CC(C)NC(=O)Nc1cccc2c1O[C@H](CN(C)S(C)(=O)=O)[C@@H](C)CN([C@H](C)CO)C2=O | . | 15.0 | 1.5 | . | . | . | . | 0.0 | 1.9
CCN(CC)C(=O)c1ccc(-c2nnc(Nc3ccc(C(=O)N(C)C)cc3)c3ccccc23)cc1 | 0.8 | 7.0 | 0.9 | 2.1 | -3.2 | 0.0 | -4.2 | 0.2 | -1.8
CCOC(=O)CCCn1nc(C)n2c(cc3sccc32)c1=O | 2.9 | -25.3 | 13.8 | -3.1 | -5.2 | -2.7 | -1.5 | -0.1 | 2.6
O=C(O)[C@@H]1[C@@H]2C[C@@H]2CN1c1ncccc1[N+](=O)[O-] | 2.3 | -4.6 | -4.9 | -0.8 | 3.2 | -15.1 | 1.5 | 0.1 | -8.0
C=CCn1c(SCC(N)=O)nnc1-c1cc(Br)ccc1O | -1.1 | -1.5 | 1.4 | 3.7 | -3.7 | -2.8 | 1.2 | 0.1 | 2.0
CCn1ncc(C2=NOC(C(=O)Nc3ccc4c(c3)OCO4)C2)c1C (stereo unspecified) | -0.6 | 28.4 | -2.2 | 2.5 | 6.9 | 2.6 | 3.7 | 0.1 | 1.4
CC1C(=O)N2CCCc3cc(NC(=O)c4ccccc4F)cc1c32 (stereo unspecified) | 0.6 | 10.7 | 2.8 | -2.3 | -3.9 | -5.0 | -0.6 | 0.1 | -3.2
CCN(CC)Cc1c(O)ccc2c([N+](=O)[O-])c(C)n(-c3ccc(OC)cc3)c12 | -1.1 | -5.2 | 6.5 | -1.3 | 1.8 | -7.3 | 3.5 | 0.2 | 7.5
COc1ccc(CC(=O)OCC(=O)Nc2ccc3c(c2)OCO3)cc1OC | -3.7 | 3.0 | -3.5 | -0.6 | 30.9 | 1.2 | -2.8 | -0.1 | 11.1
CCOC(=O)c1cnc2c(c(C)nn2CC)c1NCCN1CCOCC1 | -2.5 | 10.6 | 9.3 | 2.7 | -3.6 | 0.6 | 0.2 | 0.0 | 0.6
O=S(=O)(Nc1ccc(O)c2ccccc12)c1ccc(Br)cc1 | 0.4 | 8.7 | -38.1 | 5.7 | 5.2 | -0.3 | 3.0 | 1.7 | -22.2
Cc1ccc(NC(=O)c2ccccc2)cc1C | -6.0 | -1.7 | -4.5 | -1.4 | -5.1 | 2.4 | -0.9 | 0.2 | 3.8
Cc1cc(C)c(C)c(S(=O)(=O)N2CCN(C(=O)c3ccccn3)CC2)c1C | . | . | -8.2 | -3.3 | . | . | 2.5 | 0.1 | 3.0
O=C(O)COc1ccccc1/C=N/NC(=O)/C(=C\c1ccc2c(c1)OCO2)NC(=O)c1ccccc1 | 0.1 | -1.4 | -3.2 | 1.8 | 6.4 | -3.2 | -0.7 | -0.3 | -5.0
O=C1CC(c2ccc(S(=O)(=O)N3CCCCC3)cc2)CN1 (stereo unspecified) | 2.0 | 3.9&-11.0 | -12.6 | -2.5 | 1.0 | -2.5 | 3.0 | 0.0 | 5.3
COC(=O)c1sc2ccc(C)cc2c1C(=O)OC | 1.4 | -1.2 | 4.0 | -0.8 | 5.5 | 0.8 | 1.4 | 0.0 | -3.8
COc1ccc(C(=O)NC(C)c2nccs2)cc1OC1CCN(C(C)C)CC1 (stereo unspecified) | -2.0 | -4.2 | -0.9 | -4.4 | 1.5 | 1.1 | -1.1 | -0.3 | 8.0

Structural class: the compounds so far with fluorine
SMILES | Fh CTSL1 inh | GASC-1 inh | proCasp7 act | PP1 counter | HCV core dimer | TPT1 inhibitor | PP5 inh | Efflux pump mplx | procasp3 activ
COc1cc(S(=O)(=O)N(C)C)ccc1F | 1.9 | 3.3 | 5.0 | 1.4 | -2.6 | -0.4 | 0.7 | 0.0 | -2.5
CC1C(=O)N2CCCc3cc(NC(=O)c4ccccc4F)cc1c32 (stereo unspecified) | 0.6 | 10.7 | 2.8 | -2.3 | -3.9 | -5.0 | -0.6 | 0.1 | -3.2

Next section:
SMILES | Fh CTSL1 inh | GASC-1 inh | proCasp7 act | PP1 counter | HCV core dimer | TPT1 inhibitor | PP5 inh | Efflux pump mplx | procasp3 activ
CCOc1ccc(C(=O)NCC(=O)N2CCC3(CC2)NCCc2[nH]cnc23)cc1 | -4.2 | 4.4 | 7.7 | -7.8 | 1.8 | 0.4 | 0.7 | 0.0 | 7.0
C/C(=N/NC(=O)CNC(=O)c1cccc(F)c1)c1ccc2c(c1)CCCC2 | -1.7 | 2.9 | 5.5 | 7.0 | 2.0 | -4.5 | -1.5 | 0.0 | 4.9
Cc1ccc(S(=O)(=O)N2CCCC(C(=O)NC3CCCC3)C2)cc1Cl (stereo unspecified) | -0.5 | . | -4.2 | -1.6 | -14.9 | -5.2 | 1.5 | 0.0 | 2.9
Cc1ccc(NC(=O)c2ccc(S(=O)(=O)NCC3CCCO3)cc2)cc1 (stereo unspecified) | 1.7 | -4.6 | 9.8 | -3.8 | -5.7 | 2.5 | -1.4 | 0.0 | -2.8
COc1ccccc1N1CCN(C2CCN(C(=O)COc3cccc(C)c3)CC2)CC1 | -2.3 | 3.6 | 4.5 | -3.9 | 0.5 | -0.5 | -0.4 | 0.0 | 1.8
C=CCOn1c(=O)c(-c2ccc(OCC)cc2)[n+]([O-])c2ccccc21 | -0.2 | -2.3 | 1.9 | -2.8 | -6.9 | -2.2 | -0.5 | 0.1 | 4.0
CCOC(=O)Cc1csc(NC(=S)NC(=O)c2cc(OC)cc(OC)c2)n1 | -3.1 | 0.5 | -9.0 | 2.0 | 2.9 | -4.6 | -0.7 | 0.0 | 1.7
COc1ccc(S(=O)(=O)n2ccc(C)n2)cc1C | -0.9 | -10.8 | 9.4 | -1.4 | -3.3 | 0.7 | 2.9 | -0.1 | 5.6
O=C1C2CC=C(Cl)CC2C(=O)N1CCc1c[nH]c2ccccc12 (stereo unspecified) | 5.4 | -2.6 | 7.5 | -3.3 | 5.6 | -2.9 | 2.8 | -0.1 | 0.4
CCCCN(C(C)=O)c1c(N)n(CCC)c(=O)n(CC(=O)Nc2cc(Cl)cc(Cl)c2)c1=O | -1.6 | -7.0 | 2.8 | 0.3 | -1.8 | -1.2 | -1.4 | -0.1 | 4.4
c1cc2c(cnc3cscc32)s1 | 6.4 | 3.6 | -4.0 | 2.6 | -6.0 | 3.3 | 0.8 | 0.0 | -12.6
OCCNCCSc1nc(C2CCCCC2)n(-c2ccccc2Cl)n1 | 0.1 | -2.1 | -0.8 | -5.9 | 0.8 | -1.7 | 0.2 | -0.1 | 2.2
Nc1ccc(C(=O)N2CCCC2)cc1 | -1.1 | 159.0 | 5.3 | -1.2 | -4.8 | -0.1 | 2.9 | 0.3 | 5.9
O=C(NC(Cc1c[nH]c2ccccc12)C(=O)NCCCN1CCOCC1)c1cccs1 (stereo unspecified) | -3.3 | 3.1 | 5.0 | -5.1 | -5.9 | -2.9 | 0.1 | 0.2 | -3.0
Cc1ccc(C)c(NC(=O)COC(=O)c2ccc(S(=O)(=O)N3CCCCC3)cc2)c1 | . | -14.3 | -7.3 | 0.7 | . | . | 1.8 | -0.1 | -3.2
O=Cc1ccc(Oc2cnccn2)cc1 | -6.0 | -8.3 | 2.8 | -2.5 | -3.5 | -0.1 | -0.5 | 0.0 | -1.9
CCCCC1CCC(C(=O)N(CC(C)C)c2c(N)n(Cc3ccccc3)c(=O)[nH]c2=O)CC1 (stereo unspecified) | 5.9 | 37.0 | 2.3 | -2.2 | -4.9 | -1.3 | 2.4 | -0.1 | 9.4
Nc1c(-c2cccc(Cl)c2)cnn1-c1cccc([N+](=O)[O-])c1 | -4.5 | 0.3 | -13.0 | 1.2 | -10.4 | 0.8 | 5.1 | 0.1 | -9.1
O=C(Cn1c2[n+](c3ccccc31)CC(O)CS2)c1ccccc1 (stereo unspecified) | -5.4 | -16.7 | 5.3 | 1.7 | -1.8 | -0.8 | -0.3 | 0.0 | 8.8
COc1cccc(CNC(=O)Cn2nc(C)c3c(C)n(-c4ccc(C)cc4)nc3c2=O)c1OC | -2.1 | -12.0 | 12.4 | 1.4 | 2.1 | 1.5 | -0.2 | 0.1 | 0.4
